# CHT PAM: CHT positive allosteric modulators, primary screen, cell-based, membrane potential dye, choline EC20 | High affinity choline transporter 1 (Homo sapiens), Q9GZV3 | CHT-expressing cells; active compounds read high; LV-AA mutant CHT in HEK293 cells | B-score at 10 µM | hit rate 0.49% among 310,000;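 active = initial fluorescence not abnormally high and integrated response B-score, plate-corrected, over 3 SD above library mean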
# Target sequence (Q9GZV3 whole entry, looked up): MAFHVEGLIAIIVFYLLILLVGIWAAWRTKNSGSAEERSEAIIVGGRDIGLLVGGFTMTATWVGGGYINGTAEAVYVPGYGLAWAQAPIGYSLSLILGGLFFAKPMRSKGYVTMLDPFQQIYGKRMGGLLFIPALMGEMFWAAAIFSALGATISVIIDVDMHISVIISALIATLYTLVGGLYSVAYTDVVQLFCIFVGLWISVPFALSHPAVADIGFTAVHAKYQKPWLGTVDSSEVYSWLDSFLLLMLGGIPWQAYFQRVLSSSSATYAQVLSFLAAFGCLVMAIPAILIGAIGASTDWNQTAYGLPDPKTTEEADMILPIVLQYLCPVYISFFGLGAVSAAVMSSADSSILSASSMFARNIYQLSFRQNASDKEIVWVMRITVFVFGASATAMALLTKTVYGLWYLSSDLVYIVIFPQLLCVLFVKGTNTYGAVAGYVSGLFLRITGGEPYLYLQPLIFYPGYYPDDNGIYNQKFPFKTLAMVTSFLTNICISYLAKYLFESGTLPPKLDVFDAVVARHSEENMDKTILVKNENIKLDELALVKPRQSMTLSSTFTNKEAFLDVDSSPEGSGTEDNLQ
# OX1R antag-1: antagonists of human orexin 1 receptor (OX1R) | AID 485270, 2010 | OX1R-expressing cells, FRET antagonist read-out | inhibition, % at 6.6 µM | hit rate 1.8% among 330,000; in the data active = inhibition mostly above about 38%, no sharp cut-off; inactive = mostly below about 40%;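 note: 0% = agonist challenge alone and 100% = reference antagonist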
# Target sequence (O43613 whole entry, looked up): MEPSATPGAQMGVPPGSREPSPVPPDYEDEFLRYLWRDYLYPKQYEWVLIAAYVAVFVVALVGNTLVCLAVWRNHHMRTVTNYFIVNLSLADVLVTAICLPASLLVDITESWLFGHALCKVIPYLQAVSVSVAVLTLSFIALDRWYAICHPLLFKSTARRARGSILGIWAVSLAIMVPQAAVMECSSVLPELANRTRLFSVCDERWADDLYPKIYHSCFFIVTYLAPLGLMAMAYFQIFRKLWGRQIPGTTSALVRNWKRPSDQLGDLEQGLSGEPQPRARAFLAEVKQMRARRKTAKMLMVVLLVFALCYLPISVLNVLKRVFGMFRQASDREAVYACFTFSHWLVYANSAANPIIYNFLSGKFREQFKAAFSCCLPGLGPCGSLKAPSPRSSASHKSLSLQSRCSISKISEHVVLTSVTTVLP
# OX1R antag-2: OX1R (HCRTR1) antagonists, primary screen, fluorescence, CHO/OX1R cells, Fluo-8 calcium, orexin A | Fluo-8 calcium fluorescence | AID 434989, 2010 | inhibition, % at 5 µM | hit rate 0.43% among 330,000 | Orexin/Hypocretin receptor type 1 (Homo sapiens), O43613;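 active = inhibition above its plate's threshold, mean inhibition of all tested compounds on the plate plus 3 SD, cut at about 37% in these data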;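 note: 0% = orexin A challenge wells and 100% = SB-334867-A antagonist wells; not every result past the cut was called active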
# Active calls of the source: *; i = inactive; nt = not tested or not shown; & = joins results of further samples.
SMILES,CHT PAM,OX1R antag-1,OX1R antag-2
CN(C)CCN(Cc1cccs1)c1ccccn1,i,8,-13
CCOc1cc(/C=N/n2c(C)nc3sc(C)c(C)c3c2=O)ccc1O,i,7,-19
COCc1cc(C)nc(SCC[N+](C)(C)CC(=O)Nc2cccc(C(F)(F)F)c2)c1C#N,i,56,17
CCOc1ccc(CCNC(=O)COC(=O)/C=C/c2ccco2)cc1OCC,i,15,-19
CCc1ccc(OCCCC(=O)NCc2ccco2)cc1,i,8,-16
Cc1ccc(C(=O)OCN2C(=O)c3ccccc3C2=O)cc1S(=O)(=O)N1CCOCC1,i,15,-26
O=C(/C=C/c1ccc([N+](=O)[O-])cc1)/C=C/c1ccco1,i,35,10
Nc1ccc(S(=O)(=O)Nc2cnc3ccccc3n2)cc1,i,18&7,-10&-13
CCC(C)(C)NC(=O)C(c1ccccc1F)N(Cc1ccco1)C(=O)Cn1nnc2ccccc21 (centres undefined),i,13,-47
COc1ccc(C(=O)Nc2nnc(S(=O)(=O)Cc3ccc(F)cc3)s2)cc1,i,8,2
COc1ccccc1-n1c2c(cc(C(=O)N3CCC(C)CC3)c1=O)C(=O)CC(C)(C)C2,i,5,-29
Cc1ccc(-n2nc3ccc(N)cc3n2)cc1C,i,6,-23
CCC(C)[C@H](NC(=O)N1CC(=O)Nc2ccccc21)C(=O)N[C@H](C(=O)O)c1ccccc1 (some centres undefined),i,3,-2
Cc1ccc(S(=O)(=O)NCc2ccncc2)cc1C(=O)NCC(C)C,i,3,-8
Cc1ccc(S(=O)(=O)c2nnn3c2nc(Nc2cccc(C)c2)c2ccccc23)cc1,i,10,-4
O=S(=O)(c1ccc(SCc2ccccc2)nc1)N1CCCCCC1,nt,3,-14
CNC(=S)NCCN1CCOCC1,i,-3,-3
COc1ccc(N(CC(=O)Nc2cccnc2)S(C)(=O)=O)cc1,i,10,1
O=c1ccc(-c2ccccc2)nn1Cc1ccc(F)cc1,i,-7,-7
CCN1CCN(C(=S)NCCOC)CC1,i,6,8
CC(NC(=O)C1CCN(C(=O)c2ccc(F)cc2)CC1)c1ccc(S(N)(=O)=O)cc1 (centres undefined),nt,9,-8
CN(CC(=O)Nc1ccccc1Cl)C(=O)COC(=O)CNC(=O)c1ccc(Br)o1,i,8,-25
NC(=O)C1CCN(C(=O)C2CC(=O)N(c3ccc(F)cc3)C2)CC1 (centres undefined),i,8,-2
CN(C)c1ccc(SC#N)cc1,i,2,-12
O=C1Nc2cc(C(=O)N3CCN(c4ccc(F)cc4)CC3)ccc2NC1CSCc1cccc(F)c1 (centres undefined),i,19,-37

# Of the compounds above, these have four or more nitrogen atoms:
SMILES,CHT PAM,OX1R antag-1,OX1R antag-2
COCc1cc(C)nc(SCC[N+](C)(C)CC(=O)Nc2cccc(C(F)(F)F)c2)c1C#N,i,56,17
Nc1ccc(S(=O)(=O)Nc2cnc3ccccc3n2)cc1,i,18&7,-10&-13
CCC(C)(C)NC(=O)C(c1ccccc1F)N(Cc1ccco1)C(=O)Cn1nnc2ccccc21 (centres undefined),i,13,-47
Cc1ccc(-n2nc3ccc(N)cc3n2)cc1C,i,6,-23
CCC(C)[C@H](NC(=O)N1CC(=O)Nc2ccccc21)C(=O)N[C@H](C(=O)O)c1ccccc1 (some centres undefined),i,3,-2
Cc1ccc(S(=O)(=O)c2nnn3c2nc(Nc2cccc(C)c2)c2ccccc23)cc1,i,10,-4
O=C1Nc2cc(C(=O)N3CCN(c4ccc(F)cc4)CC3)ccc2NC1CSCc1cccc(F)c1 (centres undefined),i,19,-37

# The list goes on:
SMILES,CHT PAM,OX1R antag-1,OX1R antag-2
COc1ccc2cc(C(C)C(=O)N3CCC(C(N)=O)CC3)ccc2c1 (centres undefined),i,24,0
O=C(NCC(c1ccc(F)cc1)N1CCOCC1)c1c(F)cccc1F (centres undefined),i,15,-13
Cc1ccc(S(=O)(=O)/N=C/c2ccco2)cc1,i,12,-6
CCC1CCc2c(sc(NC(=O)c3ccoc3C)c2C(N)=O)C1 (centres undefined),i,30,-41
COc1ccc(NC(=O)CSc2nc(NS(=O)(=O)c3ccccc3)cc(=O)[nH]2)cc1,i,7,-11
O=C(NCCCl)NNc1c(Cl)cc(Cl)cc1Cl,i,10,-4
COc1ccc(C(CNC(=O)c2cc(F)c(F)c(F)c2F)N2CCOCC2)cc1 (centres undefined),i,8,-70
C[C@H](CO)N1C[C@H](C)[C@@H](CN(C)C)Oc2c(NS(=O)(=O)c3cccs3)cccc2C1=O,nt,-2,14
CC(=O)Nc1ccc(NC(=O)c2ccccc2N(C)S(=O)(=O)c2ccc(C)cc2)cc1,i,11,-35
C=CCn1c(N)c(-c2nc3ccccc3n2C)sc1=S,i,18,-22
Cc1cc(OCC(=O)NCCCN(C)C)cc(C)c1Br,i,22,-20
S=c1[nH]nc(Cc2ccc(Cl)cc2)n1-c1ccc2c(c1)OCCO2,i,14,-7
Cc1ccc(OCC(=O)Nc2cccc(C)n2)c(C)c1,i,12,-96
O=[N+]([O-])c1ccc(O)c(/C=N/NC(=S)Nc2ccc(Cl)cc2Cl)c1,i,29,-18
O=C(O)c1cccnc1Sc1ccc(Br)cc1,i,3,-4
O=[N+]([O-])c1ccc(S(=O)(=O)Nc2ccc3c(c2)OCCO3)cc1,i,3,-13
Cc1cccc2[nH]c(SCC(=O)O)nc12,i,16,-25
Cc1cc(C)cc(OCC(=O)NNC(=S)NC(=O)C2CC2)c1,i,2,4
O=C(c1ccccc1)c1cnc(Nc2ccc(Cl)c(Cl)c2)s1,i,10,-7
O=C(COc1ccc(Cl)cc1Cl)NCc1ccco1,i,17,-20
O=C1NCCN1CCNS(=O)(=O)c1cc(C(F)(F)F)cc(C(F)(F)F)c1,i,3,1
O=C(c1cnn2c(C(F)F)cc(C3CC3)nc12)N1CCc2ccccc2C1,i,29,-40
C[C@H](NC(N)=O)C(=O)Nc1ccc(OCc2ccccc2)cc1,i,19,-8
CCC(=O)N1CCc2cc(S(=O)(=O)CCC(=O)NCc3ccc4c(c3)OCO4)ccc21,i,29,-32
CC(C)C1=CC2=CCC3C(C)(C(=O)O)CCCC3(C)C2CC1 (centres undefined) (tested in a mixture with another compound),i,21,-25

# Single records (already shown). Screens in order: CHT PAM	OX1R antag-1	OX1R antag-2
# `CCC(=O)N1CCc2cc(S(=O)(=O)CCC(=O)NCc3ccc4c(c3)OCO4)ccc21` is listed as i	29	-32
# `CNC(=S)NCCN1CCOCC1` is listed as i	-3	-3

# (continued)
SMILES,CHT PAM,OX1R antag-1,OX1R antag-2
Cc1ccc(C2=N/C(=C\c3cccs3)C(=O)N2Nc2ccccc2)cc1,i,28,-35
CC(C)NC(=O)CCCOc1ccc(Cl)cc1Cl,i,5,-13
Cc1ccc2sc(NC(=O)CN3C(=O)c4ccccc4C3=O)nc2c1C,i,1,-8
CCCCn1c(SCc2nc(N)nc(Nc3ccccc3C)n2)nc2ccccc2c1=O,i,71*,8
Fc1ccc2cnc(-c3ccccc3)c(-c3cc(C(F)(F)F)cc(C(F)(F)F)c3)c2c1,nt,15,-24
CNC(=S)Nc1ccc(Cc2ccncc2)cc1,i,3,10
COC(=O)c1cc(Br)ccc1NC(=O)Nc1ccccc1,i,21,-6
Cc1cc(C)c(NC(=O)CN2CCN3CCCC3C2)c(C)c1 (centres undefined),i,7,-4
COc1ccc(-c2onc(C)c2-c2cscn2)c(O)c1,i,13,7
Cc1nnc(SCC(=O)c2ccccc2F)n1Cc1ccccc1,i,2,-11
COc1ccc(OCC2CCNCC2)cc1,i,22,-8
Cc1cc(C(=O)N2CCN(c3ccc([N+](=O)[O-])cc3)CC2)n[nH]1,i,31,-4
c1nc(C2CCCCC2)cc2cc3c(cc12)OCO3,nt,7,2
Cc1ccc(Cl)cc1N(CC(=O)NC1CCCCC1)S(C)(=O)=O,i,1,3
Cc1c(C(=O)NCc2cccnc2)oc2c1C(=O)CC(C)(C)C2,i,6,-20
O=C(Nc1ccccc1)N1CCN(c2nc3ccccc3s2)CC1,i,7,-17
COc1cc(OC)cc(C(=O)NC(C(=O)N2CCc3ccccc3C2)C(C)C)c1 (centres undefined),i,4,-41
Cc1nc(N(C)C)c2sc(=S)n(Cc3ccccc3)c2n1,i,8,-7
COc1ccc(OC)c(Cc2nnc(CCC(=O)NC3CCCCCCC3)o2)c1,i,9,-12
Cc1noc(C)c1CSc1ccccc1C(=O)OC(C)C(N)=O (centres undefined),i,7,-16
CNCC(O)c1ccc(OC(=O)C(C)(C)C)c(OC(=O)C(C)(C)C)c1 (centres undefined),i,6,-33
Cc1nn(CC(=O)NC2CCCC2)c(C)c1[N+](=O)[O-],nt,-7,-4
O=C(COc1cccc(Oc2ccccc2)c1)Nc1ccc(SC(F)F)cc1,i,3,16
CC(C)N1CC(C(=O)Nc2ccccc2)CC1=O (centres undefined),i,25,-24
COc1cc(OC)cc(-c2sc3ccc(OC)cc3c2-c2ccc(O)cc2)c1,nt,7,-12
# Next section
SMILES,CHT PAM,OX1R antag-1,OX1R antag-2
COc1cc(C(=O)NCCSc2ccc(Br)cc2)cc(OC)c1OC,i,5,-19
Cc1ccc(S(=O)(=O)NC(=O)c2cc(C)n(CC(c3ccccc3)N(C)C)c2C)cc1 (centres undefined),i,10,-16
CCOc1ccc(OCCSc2nc(-c3ccccc3)cc(=O)[nH]2)cc1,i,16,-14
O=C(CN1C(=O)C2CC=CCC2C1=O)Nc1ccc(S(=O)(=O)N2CCOCC2)cc1 (centres undefined),i,8,-5
COC(=O)c1ccc(NC(=O)NCCCl)cc1,i,29,-15
COc1ccc(C2(O)C(=O)Nc3ccc(C)cc32)cc1OC (centres undefined),i,5,2
COc1ccc(CNC(N)=O)cc1,i,5,6
Cn1c2c(c(=O)n(C)c1=O)[C@@H]1c3c(ccc4ccccc34)OC[C@@H]1CO2,i,5,-16
Cn1cccc1C(=O)OCc1ccc(C(C)(C)C)cc1,i,3,-8
COc1ccc(N(CC(=O)Nc2ccc(C)cc2)S(=O)(=O)c2c(C)noc2C)cc1,i,16,1
Cc1csc2c(N3CCN(C(=S)Nc4ccc(C(F)(F)F)cc4)CC3)ncnc12,i,25,37
O=C(Nc1ccccc1-c1nnc(SCc2ccccc2)o1)c1ccccc1,i,17,-37
CN(C)c1ccc(/C=N/Nc2nc3ccccc3o2)cc1,i,25,-4
COc1ccc(C(=O)N2CCN(S(=O)(=O)c3ccc(C)cc3)CC2)cc1S(=O)(=O)N1CCOCC1,i,8,-32
O=c1oc2cc(OCc3c(F)c(F)c(F)c(F)c3F)ccc2cc1-c1ccccn1,i,14,-14
O=C(CN1CCc2ccccc2C1)Nc1cc(S(=O)(=O)N2CCOCC2)ccc1N1CCOCC1,i,16,-17
COC(=O)C1=C(O)/C(=C\c2cc(C)n(-c3ccc(F)cc3)c2C)N=C1C,i,28,-2
CC1(C)c2ccccc2-c2nc3ccccc3cc2C1O (centres undefined),i,12,-12
Cc1ccc(CN(Cc2cc3cccc(C)c3[nH]c2=O)C(=S)NCCCN(C)C)cc1,i,5,-36
Cc1ccc(C(=O)Nc2c3c(nn2C(C)(C)C)CS(=O)(=O)C3)cc1C,i,9,-4
COc1ccc(-c2noc3c2-c2nc(-c4ccc(C)cc4)sc2CC3)cc1,i,21,-2
CCN(CC)C(=O)[C@H]1C[C@H](CC(=O)NCCc2ccccn2)C(=O)N2CCc3c([nH]c4cc(CCC(=O)N(C)C)ccc34)[C@]12C,nt,9,-3
Cc1cccc(C(=O)NNS(=O)(=O)c2ccccc2[N+](=O)[O-])c1,i,16,-7
O=C(Cc1cccs1)Nc1ccc(-c2nc3ccccc3[nH]2)cc1,i,42,2
O=C(O)c1cc(S(=O)(=O)Nc2cc(Cl)ccc2Oc2ccccc2)ccc1O,nt,14,13
# Next part
SMILES,CHT PAM,OX1R antag-1,OX1R antag-2
Cc1cc(NC(=O)CSc2nc(-c3cccs3)nc3ccccc23)no1,nt,62*,45*
CCCCC(=O)OCC(=O)N1N=C(c2c[nH]c3ccccc23)C(O)C1c1ccc(OC)cc1 (centres undefined),i,-5,-12
Cc1cc(OCc2nnc(SCC(=O)O)n2-c2ccccc2)ccc1Cl,i,27,-1
COc1ccc(S(=O)(=O)Nc2ccc3c(c2)N(C(C)=O)CCC3)cc1,i,9,-4
Cc1ccc(C(=O)c2c3ccccc3[n+]([O-])n2CCO)cc1,i,14,-8
C=CCNC(=S)N(CC=C)C1CCS(=O)(=O)C1 (centres undefined),i,8,-57
CCNC(=S)N1CCN(c2cccc(C(F)(F)F)c2)CC1,i,14,-17
CCOC(=O)/C=C/C(=O)Nc1ccccc1-c1ccccc1NC(=O)/C=C/C(=O)OCC,i,11,-35
Nc1c(C(=O)CSc2nnc(-c3ccccc3F)o2)c(=O)[nH]c(=O)n1C1CC1,nt,8,-10
COc1ccc(-c2cn(CCC(=O)O)c(C)n2)cc1,i,19,-13
COc1ccc(S(=O)(=O)N(CC(=O)NC2CC2)C2CCCCC2)cc1Cl,i,14,-28
O=C(COc1ccc(Cl)cc1)NCC(=O)N/N=C/c1cccs1,i,15,-32
CC[C@]12c3[nH]c4cc(-c5ccco5)ccc4c3CCN1C(=O)[C@@H](CC(=O)NCCCn1ccnc1)C[C@@H]2C(=O)N1CCN(C(=O)C2CC2)CC1,nt,10,10
C=CC[C@@H](CC(=O)N(CCO)Cc1ccccc1)C(=O)N[C@@H](C)COC(=O)[C@@H](CC=C)CC(=O)OC(C)(C)C,nt,15,-29
O=C(COc1cc(Cl)c(Cl)cc1Cl)NCCc1ccccn1,i,15,-30
Cc1cc(Cl)ccc1OC(C)c1nnc(N)s1 (centres undefined),i,5,6
